Autofluor 339 = intrinsic fluorescence of library compounds, ex339/em460 – biochemical, MLSMR library, data from DPM-DC assay, artefact control, profiling panel. 5.5% of 65,000 active. fluorescence fold increase at 10 µM. compound autofluorescence, ex339/em460 nm, NADH buffer; hits give high values; 1 = no-compound wells, NADH background;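 active = at 10 µM, mean starting fluorescence two-fold or more over control wells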;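 note: signal is the first read of a kinetic run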
Abs 340nm = compound light absorbance at 340 nm, profiling panel, artefact control, biochemical, MLSMR library, data from PS, PMK, MK assays; compound absorbance at 340 nm, fold over control; fold change at 10 µM; 65,000 tested, under 10 active;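 active = at 10 µM dose, initial 340 nm absorbance at least 2 fold that of control wells; inactive = change under 2 fold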;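 note: initial absorbance extrapolated from kinetic A340 decline of NADH oxidation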
ROCK2 inh = inhibitors of human ROCK2 kinase, primary screen, biochemical, high-throughput, luminescence; 0.35% of 60,000 active; purified ROCK2, Kinase-Glo ATP depletion luminescence; Rho-associated protein kinase 2 (Homo sapiens), O75116; inhibition, % at 6 µM;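 active = inhibition above the screen-wide mean inhibition plus 3 SD, cut at about 18% in these data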;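 note: plate controls were DMSO wells for no effect and Y-27632 control wells after no-enzyme background subtraction for full effect; many of its hits are not listed in these tables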
HEK293 NFkB inh = inhibitors of PMA/ionomycin-induced NF-kB reporter, primary screen, antigen receptor NF-kB inhibitor project, cell-based, HEK-293 luciferase reporter, luminescence | HEK-293 NF-kB luciferase reporter | inhibition, % at 3 µM | 0.21% of 62,000 active | AID 465, 2006;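 active = inhibition above the mean of all tested compounds plus 3 SD, cut at about 40% in these data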;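 note: 0% = stimulated DMSO wells and 100% = 10 µM reference inhibitor 5653914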
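Signal: luciferase luminescence; Material: HEK-293 cells with stable firefly luciferase reporter driven by four HIV NF-kB elements; Probe or stimulus: PMA with ionomycin; Replication: tested once; Times: 1 h compound pretreatment, then 16 h stimulation at 37 °C, 5% CO2; Benchmarks: DMSO and 10 µM reference inhibitor; Evaluation: per-plate % inhibition versus controls.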
Ecoli tolC = growth inhibitors of E. coli tolC mutant, primary screen, strain BW25113 ΔtolC::kan, 384-well | OD615 | growth inhibition, % at 10 µM (by protocol) | 2.2% of 65,000 active | AID 573, 2007;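 active = growth inhibition at or above a cutoff equal to the mean over every tested compound plus 3 SD, cut at about 60% in these data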;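 note: growth measured after 20 h incubation at 37 °C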
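Assay system: tolC-deleted E. coli BW25113. Medium: kanamycin-containing LB broth (50 µg/mL). Dosing: 10 µM final, single dose. Timing: bacterial growth with compound for 20 h at 37 °C. Detection: A615 absorbance measurement. Read-out basis: growth inhibition in percent.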
PKA inh = inhibitors of human PKA kinase activity, primary screen, biochemical, ATP-depletion luminescence, Kemptide substrate. 0.1% of 65,000 active. AID 524, 2006. PKA Kemptide phosphorylation, Kinase-Glo ATP luminescence. cAMP-dependent protein kinase catalytic subunit alpha (Homo sapiens), P17612. inhibition, % at 6 µM;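 active = inhibition above the screen-wide mean inhibition plus 3 SD, cut at about 21% in these data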; note: many of its hits are not listed in these tables
MMP-13 inhibitor = human MMP13 inhibitors, primary screen, biochemical, FRET peptide cleavage. AID 570, 2006. Collagenase 3 (Homo sapiens), P45452. 0.07% of 65,000 active. inhibition, % at 4 µM. MMP-13 fTHP FRET cleavage, Mca fluorescence;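 active = inhibition above the mean of compound-free control plate wells plus 3 SD, cut at about 14% in these data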;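 note: 0% = DMSO wells and 100% = wells with reference MMP-13 inhibitor after basal subtraction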
JNK3 inh = JNK3 kinase activity inhibitors, primary screen, biochemical, human, purified enzyme | HTS | inhibition, % at 8 µM | 0.61% of 60,000 active | AID 746, 2007; in the data active = inhibition above about 17%;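 note: 0% = DMSO and 100% = reference inhibitor; many of its hits are not listed in these tables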
Target sequence (P53779 whole entry, looked up): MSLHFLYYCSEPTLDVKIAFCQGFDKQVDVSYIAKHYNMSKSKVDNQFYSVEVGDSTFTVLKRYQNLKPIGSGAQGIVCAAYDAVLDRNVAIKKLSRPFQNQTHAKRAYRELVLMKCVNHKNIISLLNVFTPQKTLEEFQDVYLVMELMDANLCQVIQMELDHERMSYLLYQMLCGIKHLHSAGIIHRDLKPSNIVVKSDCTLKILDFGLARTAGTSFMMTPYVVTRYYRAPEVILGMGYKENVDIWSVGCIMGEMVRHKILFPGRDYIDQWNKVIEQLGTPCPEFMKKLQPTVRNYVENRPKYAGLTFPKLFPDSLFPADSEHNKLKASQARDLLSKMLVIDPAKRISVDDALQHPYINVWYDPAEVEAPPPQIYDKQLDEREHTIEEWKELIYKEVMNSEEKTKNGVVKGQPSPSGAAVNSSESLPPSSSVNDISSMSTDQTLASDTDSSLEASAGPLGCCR
NADH coupling = inhibitors of PK/LDH coupling enzymes, profiling panel, artefact control, biochemical, MLSMR library; 0.02% of 65,000 active; IC50, µM (top dose mostly 10 µM), inactives show top-dose inhibition; coupled PK/LDH NADH assays, four targets; AID 774, 2007;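 active = single-dose screening hits from any of four coupled enzyme assays that gave an IC50 when retested across doses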;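 note: the DPM-DC format reads NADH fluorescence rather than 340 nm absorbance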
Starred values were filed as active, the others as inactive; · = no result given; [ ] = remark or other dose. Not all compounds are listed; count on the stated rates, not on these rows.

Order of results – Autofluor 339	ROCK2 inh	NADH coupling	MMP-13 inhibitor	HEK293 NFkB inh	PKA inh	Abs 340nm	Ecoli tolC	JNK3 inh
COc1ccc(NC2CCN(C3CC(=O)N(c4ccc(F)c(Cl)c4)C3=O)CC2)cc1 (stereo unspecified)
    1.1	-3	0%	2	6	-2	1.1	15	-6
COCCCN1C(=O)c2ccc(C(=O)NCc3ccco3)cc2C1=O
    1.1	-1	5%	-3	7	4	0.99	-6	0
CC(=O)N1CCN2C(=O)C1CCCC(=O)c1cc(C3CCCCC3)ccc12 (stereo unspecified)
    1.2	3	4%	-3	7	11	1	-3	-5
COC(=O)[C@H](CCSC)NC(=O)NCc1ccc(S(N)(=O)=O)cc1
    1.1	6	2%	-1	8	12	1.1	-21	1
O=C(Nc1ccccc1)C1CC2CCCC(C1)C2=O (stereo unspecified)
    1.1	7	8%	2	14	12	1	-11	2
COc1cccc(-c2noc(N)c2C#N)c1
    1	2	8%	0	12	3	1	-8	3
CC(C)CC(c1nnnn1CC1CCCO1)N1CCN(C2CCCC2)CC1 (stereo unspecified)
    1.1	0	8%	-4	5	4	0.99	-4	9
CC(=O)N1CCN(S(=O)(=O)c2cccc(C(=O)Nc3ccc4c(c3)CCC4)c2)CC1
    1	3	11%	2	10	5	0.99	10	4
C[n+]1cccc(CNC(=O)/C=N/O)c1
    1.1	9	3%	5	·	4	1	12	3
CCOC(=O)CNC(=O)CSc1nc(N(C)C)nc(N2CCOCC2)n1
    1	-2	3%	3	-15	2	0.99	-4	-4
c1ccc(-n2nnnc2-n2nnc3ccccc32)cc1
    1.1	4	7%	-5	13	12	1	3	-3
O=C(OCn1nnc2ccccc2c1=O)c1cccs1
    1.1	1	3%	2	13	1	1.1	2	6
Clc1ccc(CSc2nnc([C@@H]3CCCN3)o2)cc1
    1	2	4%	1	13	3	1	-9	4
c1cncc(-c2noc(C34CC5CC(CC(C5)C3)C4)n2)c1
    1.1	4	11%	3	1	8	1.1	43	-4
CCN1C(=O)CC(N2CCN(c3ccc(Cl)cc3)CC2)C1=O (stereo unspecified)
    1.1	6	4%	-3	15	3	1	-3	-2

The list continues.
Order of results – Autofluor 339	ROCK2 inh	NADH coupling	MMP-13 inhibitor	HEK293 NFkB inh	PKA inh	Abs 340nm	Ecoli tolC	JNK3 inh
O=C(c1ccco1)N1CCN=C1SCc1cccc(Cl)c1
    1.1	1	3%	-4	16	8	0.98	-9	3
CCn1c(N)c(C(=O)Nc2ccccc2C(=O)OC)sc1=S
    1	5	4%	-1	4	2	1	-14	4
O=C1c2ccccc2C(=O)N1CCc1nc(-c2ccccn2)no1
    1.1	1	8%	5	-9	6	1.1	-8	3
CCOc1ccc(OCC)c(NC(=O)C2CCCN(S(=O)(=O)c3cccs3)C2)c1 (stereo unspecified)
    1.1	-9	7%	1	17	-8	1.1	29	-5
CCCSc1nnc2c(n1)OC(c1cccn1C)N(C(C)=O)c1ccccc1-2 (stereo unspecified)
    1	0	8%	0	6	-4	1.1	9	2
Cc1ccc(S(=O)(=O)NCC(C)NS(=O)(=O)c2ccc(C)cc2)cc1 (stereo unspecified)
    1.1	6	7%	2	7	10	1	6	3
CCOC(=O)N1CCN(S(=O)(=O)c2cc(Cl)c(OC)cc2Cl)CC1
    1	3	2%	9	17	10	0.98	27	-1
COc1ccccc1NS(=O)(=O)c1ccc(C(=O)OCC(=O)NCc2ccco2)cc1
    1	-6	4%	-12	-3	8	0.98	5	7
Cc1onc(-c2ccccc2Cl)c1C(=O)NCCCN1CCOCC1
    1.1	4	5%	9	8	12	0.99	-8	-2
CC1(C)Cc2ccccc2-c2c1c(=O)n(-c1ccccc1)c1nnnn21
    1.2	2	2%	-12	·	-1	1	13	4
Cn1c(CCNC(=O)c2cccs2)nnc1SCC(=O)Nc1nc(-c2ccccc2)cs1
    1.1	6	6%	1	7	11	1	0	-2
CCn1c(SCc2nc3cc(OC)c(OC)cc3c(=O)[nH]2)nnc1-c1ccncc1
    1.1	15	8%	-7	-19	8	0.99	-18	-4
CC(C)Cc1cc(C(=O)NCc2cccs2)no1
    1	0	5%	-2	-5	8	0.99	2	-3
COC(=O)c1cc2sc(Cl)cc2n1CC(=O)N1CCCc2ccccc21
    1	5	4%	0	6	6	0.98	25	2
COc1ccc(CCNS(=O)(=O)c2cccc(S(=O)(=O)N3CCCC3)c2)cc1OC
    1.1	-2	6%	7	4	-4	0.99	-7	-1

Limited to Ecoli tolC and ROCK2 inh (3 entries from above):
Structure | Ecoli tolC | ROCK2 inh
CC(C)Cc1cc(C(=O)NCc2cccs2)no1 | 2 | 0
Cc1ccc(S(=O)(=O)NCC(C)NS(=O)(=O)c2ccc(C)cc2)cc1 (stereo unspecified) | 6 | 6
CCOc1ccc(OCC)c(NC(=O)C2CCCN(S(=O)(=O)c3cccs3)C2)c1 (stereo unspecified) | 29 | -9

Next compounds follow:
Order of results – Autofluor 339	ROCK2 inh	NADH coupling	MMP-13 inhibitor	HEK293 NFkB inh	PKA inh	Abs 340nm	Ecoli tolC	JNK3 inh
COc1ccccc1NC(=O)Cn1c(CN2CCCCC2)nc2ccccc2c1=O
    1.1	8	5%	-1	2	10	1	23	-1
O=C(Nc1c2c(nn1-c1ccc(F)cc1)CS(=O)C2)C12CC3CC(CC(C3)C1)C2 (stereo unspecified)
    1.1	1	7%	0	15	9	0.99	19	7
CC1CCN(S(=O)(=O)c2ccc(NC(=O)c3cccs3)cc2)CC1
    1.1	-7	11%	0	11	-3	1.1	13	-10
CCN(C(=O)CSc1nnc(Cn2nnc3ccccc32)o1)c1nc(-c2ccccc2)cs1
    1.1	·	3%	3	26	10	1	6	·
COc1ccccc1-c1nnc(SCC(=O)N2CCC(C)CC2)o1
    1.1	5	3%	-1	10	10	1	3	-2
Cc1ccc(C)c(NC(=O)CSc2nnc(-c3ccco3)o2)c1
    1.1	·	4%	12	10	12	1	-10	·
COC(=O)c1cc2sccc2n1CC(=O)Nc1ccc(OC)c(OC)c1OC
    1.1	-2	8%	-2	11	-1	0.99	-8	2
Cc1ccc(NC(=O)N2CCCN(Cc3ccc(F)cc3)C2)cc1C
    1.1	-1	5%	4	16	2	0.98	13	4
COc1cccc2cc(C(=O)n3ccc(C)n3)c(=O)oc12
    1	1	3%	3	7	2	1	-1	-8
COc1cc(C(=O)N2CCN(S(=O)(=O)c3ccc(C)cc3)CC2)ccc1OCc1c(C)noc1C
    1	7	7%	-9	20	8	1	4	-3
Cc1nc(NC2=NCN(CCCN3CCOCC3)CN2)nc2c(C)cccc12
    1.1	7	4%	-10	5	6	1	17	-4
CCN1C(=O)c2ccccc2S(=O)c2ccc(C(=O)NCCCN3CCCC3=O)cc21 (stereo unspecified)
    1.1	-7	2%	3	4	4	1	-4	3
CCN1C(=O)c2ccccc2S(=O)c2ccc(C(=O)N3CCCCCC3)cc21 (stereo unspecified)
    1.1	3	1%	7	9	1	1.1	-3	-5
Cc1nnc(C)c2c(C)n(Cc3ccc4c(c3)OCO4)c(C)c12
    1.6	0	5%	-3	11	0	1	-20	3
CC(=O)N(Cc1cc(=O)[nH]c2ccccc12)c1ccccc1
    1.1	9	6%	-4	6	0	1.1	-8	-5

Further structures:
Order of results – Autofluor 339	ROCK2 inh	NADH coupling	MMP-13 inhibitor	HEK293 NFkB inh	PKA inh	Abs 340nm	Ecoli tolC	JNK3 inh
Cc1ccc(S(=O)(=O)NCCOC(=O)Nc2sc(=S)n(C)c2C)cc1
    1	·	4%	·	·	·	1	-2	·
COc1ccccc1C1NC(=O)NC(C)=C1C(=O)Nc1cccc(C)c1C (stereo unspecified)
    1.1	-6	6%	0	30	-6	1	-16	-5
Cc1ccc(NC(=O)CNS(=O)(=O)c2cccs2)cc1F
    1.1	·	5%	4	3	0	1	4	·
COc1ccc(C2C=C(c3ccccc3)Nc3ncnn32)cc1 (stereo unspecified)
    3.4*	10	6%[fluoresces]	-78[fluorescence artefact?]	11	11	1	4	7
C=C(C)c1cccc(C(C)(C)NC(=O)N2CCN(c3ccccn3)CC2)c1
    1.2	-5	2%	-1	4	4	1	3	-1
Clc1cccc(NCc2nnc(SCc3ccccc3)o2)c1
    1.1	3	5%	-3	3	4	1	99*	1
CC(=O)Nc1ccc(NS(=O)(=O)c2cn(C)c(=O)n(C)c2=O)cc1
    1.1	-1	3%	9	-1	-2	1	-13	-1
COc1ccc(NC(=O)C2CCCN(S(=O)(=O)c3cccnc3)C2)cc1 (stereo unspecified)
    1.1	5	7%	-2	2	3	1	-7	0
COc1ccc(-c2nnc(SCC(=O)NC(C)c3ccccc3)o2)cc1OC (stereo unspecified)
    1.1	3	3%	7	-13	9	1	15	-2
N#CC1=C(SCc2ccccc2)NC(=O)CC1c1ccco1 (stereo unspecified)
    1.1	3	0%	0	17	6	1.1	9	2
CCOc1cc(C(=O)NCC2CCCO2)cc(OCC)c1OCC (stereo unspecified)
    1	9	1%	6	9	9	1	-15	2
CCOc1ccccc1C1C(C#N)=C(N)SC(N)=C1C#N
    1.2	2	4%	-13	5	5	1.1	5	3
CN(C)C(=O)N1CCCC(C(=O)NCc2ccccc2Cl)C1 (stereo unspecified)
    1	1	6%	-12	9	-2	0.99	-16	-8
Cc1cc(C)n(-c2nc3ccccc3c(=O)n2OCC(=O)OCc2ccccc2)n1
    1.1	5	3%	-1	4	12	1	22	8
COc1ccc(N(C(=O)c2ccco2)S(=O)(=O)c2cccs2)cc1
    1.1	8	2%	1	-2	10	1	12	0

Continued.
Order of results – Autofluor 339	ROCK2 inh	NADH coupling	MMP-13 inhibitor	HEK293 NFkB inh	PKA inh	Abs 340nm	Ecoli tolC	JNK3 inh
Cc1ccc(S(=O)(=O)n2nc(OC(=O)c3cccs3)cc2N)cc1
    1.1	1	5%	-4	-1	-2	0.99	-11	2
O=C(O)C1CCCN1S(=O)(=O)c1ccc(Br)s1 (stereo unspecified) (tested in a mixture with another compound)
    1	4	7%	4	5	6	1	-8	-5
CCOC(=O)c1cc(C(=O)c2cc(F)ccc2O)coc1=N
    1.5	3	7%	-8	6	6	1.1	-10	1
O=C(c1ccc(N2CCNCC2)cc1)c1cccnc1
    1	4	11%	3	10	12	1.2	-16	6
Cc1cc(Nc2ccc3c(c2)OCCO3)n2nc(C)nc2n1
    1	6	13%	6	6	7	1	-9	2
CCOC(=O)C(C)Sc1nc2c(c(=O)[nH]c(=O)n2C)n1CCc1ccccc1 (stereo unspecified)
    1	3	5%	2	13	10	1	19	0
Cc1nc2cc3nc(C)sc3cc2s1
    1.1	-3	3%	-1	-8	0	1	-7	5
Cc1cccc(NC(=O)CCn2nc(C)cc2C)c1
    1.1	5	2%	0	2	8	1	-1	2
